Screening results (PubChem)
NPC1 promoter act: activates the NPC1 promoter; Huh7 NPC1 promoter luciferase reporter, 24 h; Potency, µM (doses to about 9.22 µM), without a hit: at the top dose activation, most hits filed as activators; 320,000 compounds, 2.4% hits; AID 485313;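 also: % of control where 0% means no effect; nearly all actives have a fitted effect of over 60% in size; reporter is driven by a mutant NPC1 promoter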
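Cells: Huh7 expressing luciferase under the NPC1 promoter, 1500/well. Seeded 2 h, compound added, incubated 24 h at 37 °C. Luciferase reagent, 10 min ambient, then luminescence.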
FLuc counter: counter-screen for miR-21 project: firefly luciferase inhibitors or activators | Potency, µM (titrated, usually from 57.5 µM), inactives show at the top dose activity change, negative = inhibition, usual class: inhibitors | 360,000 compounds, 6.9% hits | purified FLuc, Km substrates, luminescence inhibition;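 also: plate controls were vehicle for no effect and reference inhibitor for full effect; nearly all actives have a fitted effect of over 55% in size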
Target sequence (P08659 whole entry, looked up): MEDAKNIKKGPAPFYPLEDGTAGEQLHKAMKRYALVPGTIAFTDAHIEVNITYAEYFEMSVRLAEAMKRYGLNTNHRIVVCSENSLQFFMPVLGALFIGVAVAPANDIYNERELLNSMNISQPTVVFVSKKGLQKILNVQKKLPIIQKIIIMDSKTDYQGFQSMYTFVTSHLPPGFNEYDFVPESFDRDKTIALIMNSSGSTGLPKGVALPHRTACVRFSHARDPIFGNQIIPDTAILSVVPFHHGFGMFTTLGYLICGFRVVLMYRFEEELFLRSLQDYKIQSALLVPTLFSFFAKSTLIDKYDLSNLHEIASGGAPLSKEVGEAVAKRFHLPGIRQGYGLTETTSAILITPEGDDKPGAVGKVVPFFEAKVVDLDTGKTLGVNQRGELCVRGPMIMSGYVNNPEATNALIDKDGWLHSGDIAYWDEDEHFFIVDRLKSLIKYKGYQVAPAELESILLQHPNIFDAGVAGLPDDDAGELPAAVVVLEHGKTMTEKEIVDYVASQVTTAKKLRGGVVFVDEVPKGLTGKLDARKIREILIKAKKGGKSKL
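Purified P. pyralis luciferase, 10 nM final, with Km-level 10 uM D-luciferin and 10 uM ATP in 50 mM Tris acetate pH 7.5, 10 mM Mg acetate, 0.01% Tween-20, 0.05% BSA; 6-point qHTS titration about 60 µM downward; luminescence read.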
RORgamma inh: ROR gamma (mouse) transcription inhibition. P51450. Drosophila S2 Gal4-RORgamma UAS-luciferase reporter, 20 h. Potency, µM (top dose mostly 53.6 µM), inactives show top-dose activity change, negative = inhibition, most hits filed as inhibitors. 310,000 compounds, 5.4% hits; also: % is scaled to controls: 0 for no effect and ±100 for the full control effect; nearly all actives have a fitted effect of over 60% in size
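Stably transfected Drosophila Schneider cells are the test system, with ROR gamma fused to Gal4 and luciferase under UAS control; luminescence is read after 20 hr of 700 uM copper sulfate induction at ambient temperature.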
Rab9 promoter act: activates the Rab9 promoter | Potency, µM (titrated, usually from 9.22 µM), without a hit: top-dose activation, negative = inhibition, actives largely listed as activators | Huh7 Rab9 promoter-luciferase reporter, luminescence, 24 h | AID 485297 | 320,000 compounds, 2.8% hits; also: % of control where 0% means no effect; nearly all actives have a fitted effect of over 60% in size
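Measured in stably transfected Huh7 cells bearing a Rab9 promoter–luciferase construct: 24 h compound treatment at 37 °C, followed by luminescence detection.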
Gal4-VP16 FLuc: Gal4-VP16 reporter inhibition counter-screen. Drosophila S2 Gal4-VP16 UAS-luciferase, luminescence, 20 h. Potency, µM (titrated, usually from 53.6 µM), for inactives: at the highest dose activity, negative = inhibition, hits mostly inhibitors. 310,000 compounds, 3.5% hits;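 also: Gal4-VP16 expression switched on by copper sulfate through the metallothionein promoter; % is scaled to controls: 0 for no effect and ±100 for the full control effect; nearly all actives have a fitted effect of over 50% in size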
ELG1 genotoxic: genotoxicity induction in ELG1-luciferase HEK293T cells | AID 504466 | 330,000 compounds, 1.3% hits | Potency, µM (highest dose often 46 µM), without a hit: at the top dose activity change, positive = activation, hits mostly activators | HEK293T ELG1-luciferase reporter, luminescence, 16 h; also: % of control where 0% means no effect; nearly all actives have a fitted effect of over 60% in size
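DMSO vehicle served as control against compound-treated ELG1-luciferase HEK293T cells; exposure lasted 16 hr at 37 °C and 5% CO2, followed by ONE-Glo luminescence detection after 30 min.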
uPA generation: blocks generation of uPA at the cell surface | Potency, µM (doses to about 38.3 µM), for inactives: top-dose activity change, negative = inhibition, actives largely listed as inhibitors | AID 540303 | 330,000 compounds, 0.31% hits | cell surface uPA generation assay, qHTS; active = well fitted inhibition curve with a large enough effect; inconclusive = small, poorly fitted or top-dose-only effect; inactive = no such curve, though single readings can be large or run the other way; tested in mouse RAW 264.7 cells; also: % is scaled to controls: 0 for no effect and ±100 for the full control effect; nearly all actives have a fitted effect of over 55% in size
BRCA1 expr act: BRCA1 expression activation; MCF7-BRCA1-FFLuc reporter, luminescence, 48 h; response scale: scaled: vehicle 0%, 10 µM genistein 100%; Potency, µM (series often up to 46.1 µM), inactives show at the highest dose activation, actives largely listed as activators; 380,000 compounds, 1.1% hits; also: nearly all actives have a fitted effect of over 80% in size; some results filed as inactive show a strong effect at the top dose
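MCF7 cells carrying a BRCA1-firefly luciferase reporter (2000 cells/well, phenol-red free MEM) were attached for 2 h at 37 °C, then given compounds for 48 h. Luminescence was read 15 min after luciferase reagent; activity normalized to genistein (10 microM) and DMSO.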
MBNL1 CUG block: blocks human MBNL1 binding to CUG repeat RNA. TR-FRET MBNL1-His/biotin-(CUG)12 binding, 665/545 ratio. Potency, µM (doses to about 57.5 µM), for inactives: top-dose activity change, negative = inhibition, hits mostly inhibitors. 280,000 compounds, 0.036% hits; active = well fitted inhibition curve with a large enough effect in the signal ratio, with a control signal flat, not every such curve was filed as active; inconclusive = small, poorly fitted or top-dose-only effect, or effect the other way, or a change in a side signal; inactive = no such curve, though single readings can be large or run the other way; the % refers to the signal ratio; also: % is scaled to controls: 0 for no effect and ±100 for the full control effect
Target sequence (Q9NR56 whole entry, looked up): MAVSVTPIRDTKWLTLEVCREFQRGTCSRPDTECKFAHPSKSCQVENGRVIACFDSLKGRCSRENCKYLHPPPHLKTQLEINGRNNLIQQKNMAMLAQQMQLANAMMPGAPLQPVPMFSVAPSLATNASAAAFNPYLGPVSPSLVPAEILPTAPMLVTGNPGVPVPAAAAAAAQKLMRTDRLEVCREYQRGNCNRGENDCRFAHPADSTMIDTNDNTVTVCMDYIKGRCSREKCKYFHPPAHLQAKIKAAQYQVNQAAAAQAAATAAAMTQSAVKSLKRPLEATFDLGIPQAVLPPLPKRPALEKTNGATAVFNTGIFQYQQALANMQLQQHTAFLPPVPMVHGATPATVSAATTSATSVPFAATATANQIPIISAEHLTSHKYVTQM
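His-tagged MBNL1 binding to biotinylated (CUG)12 RNA was measured by TR-FRET using terbium anti-His antibody (0.055 ng/ul final) and streptavidin-XL665 (5 nM final). Compounds were titrated 92 nM to 58 uM; 60 min at room temperature.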
p53 reactivation: mutant p53 re-activation in reporter cells | Potency, µM (series often up to 92.2 µM), for the others: top-dose activity change, positive = activation, usual class: activators | AID 504706 | H1299 p53-A138V BP100-luciferase reporter, luminescence, 24 h | 320,000 compounds, 0.063% hits; also: % of control where 0% means no effect; nearly all actives have a fitted effect of over 45% in size
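H1299 (p53-null), stable ts p53-A138V + BP100-Luc; 1000 cells/well, Opti-MEM/10% FBS; cpd 4 pt, 1:5; 24 h, 37 deg C, 5% CO2; detection reagent 10 min RT; luminescence.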
* hit, by the source's call; ? = inconclusive; . = not tested or not shown; [ ] = remark or other dose. Unless noted, calls follow the shape of the dose curve; as a rule, active = well fitted curve in the direction sought with a large enough effect; inconclusive = small, poorly fitted or top-dose-only effect, or another doubt; inactive = no such curve, though single readings can be large; an effect the other way counts as inactive or inconclusive. Potency is read from the fitted curve at half-maximal effect.

SMILES	NPC1 promoter act	FLuc counter	RORgamma inh	Rab9 promoter act	Gal4-VP16 FLuc	ELG1 genotoxic	uPA generation	BRCA1 expr act	MBNL1 CUG block	p53 reactivation
CCn1c(SCC(=O)Nc2ccc(C)cc2)nc2sc3c(c2c1=O)CCN(C)C3	-16.6%	-3.5%	11.0%	0.6%	2.6%	4.6%	4.5%	-1.6%	34.7%[activator]	-7.6%
CCN(C(=O)Cc1cccs1)c1nnc(-c2cc(OC)c(OC)c(OC)c2)s1	-2.3%	-0.1%	-35.5%	-0.9%	5.2%	?	1.9%	-48.1%	17.8%	-13.7%
CCCCCCn1c(C(C)O)nc2ccccc21 (stereo not given)	-0.4%	1.3%[2.3 µM]	-19.0%	-0.5%	6.5%	-6.6%	-2.5%	-18.3%	-8.1%	0.8%
CCOc1ccccc1Nc1ncnc2ccccc12	-2.4%	-13.5%	2.6%	1.0%[1.84 µM]	16.3%	-8.1%	-0.3%	-3.6%	3.1%	4.5%
Cc1nc(SCCO)c([N+](=O)[O-])[nH]1	-1.4%	1.2%	22.5%	-1.1%	-13.0%	-1.5%	4.7%	-11.2%	?	-0.9%
OC(CCCN1CCC(O)(c2ccc(Cl)cc2)CC1)c1ccc(F)cc1 (stereo not given)	3.6%	6.1%	-14.3%	-0.7%	-9.0%	-4.6%	-12.3%	-25.4%	-7.5%	-2.6%
O=C(CSc1nnc(CNC(=O)c2cccc(C(F)(F)F)c2)o1)NCC1CCCO1 (stereo not given)	-0.5%	-1.4%	-0.5%	0.3%	-0.3%	4.1%	1.1%	-5.5%	4.1%	2.0%
Cc1[nH]c2ccccc2c1CCN(Cc1cccs1)C(=S)NC(C)(C)C	0.1%	-4.0%	3.0%	2.3%	-8.1%	-1.7%	14.3%	7.3%	2.4%	1.7%
Fc1ccc(Cn2nnnc2C(c2cccs2)N2CCN(C3CCCCC3)CC2)cc1 (stereo not given)	0.5%	0.9%	-1.1%	-27.6%	2.2%	-5.8%	12.8%	-36.3%	-24.4%	-1.1%
COc1ccccc1N(CC(=O)NC1CCCCC1)S(=O)(=O)c1cccs1	?	0.0%	11.0%	-3.1%	-6.1%	0.6%	8.7%	-14.5%	0.1%	-0.1%
COc1ccc(C2=CSC3=NNC4(CCCCC4)NN23)cc1	-10.8%	?	-11.8%	?	9.1%	8.8%	.	2.9%	.	6.9%
O=C(CSc1ccc(-c2ccc(Br)cc2)nn1)NCC1CCCO1 (stereo not given)	-1.6%	15.1µM*	?	?	3.0%	-7.9%	2.8%	30.8%	4.8%	10.1%
CC(=O)N1CCC(C(=O)c2ccc(Cl)cc2)CC1	0.1%	1.0%	16.4%	-6.5%	-1.7%	1.0%	0.9%	18.9%	-2.9%	-1.4%
N#Cc1ccc(OCC(=O)OCC(=O)c2ccccc2)cc1	.	.	.	.	.	4.4%	4.3%	-1.3%	.	5.7%
O=c1[nH]cnc2c1sc1nc(-c3ccccc3)c3c(c12)CCCC3	0.2%	-3.8%	19.3%	-6.1%	?	-0.8%	2.7%	-3.0%	-3.1%	4.2%
Nc1ccc2nc(-c3cc(Cl)c(N)c(Cl)c3)[nH]c2c1	?	6.01µM*	-28.9%	3.16µM*	-24.2%	?	-7.1%	63.9%	3.2%	?
CCOn1c(-n2nc(C)cc2C)nc2ccccc2c1=O	7.7%	3.1%	-34.8%	0.6%	5.6%	-0.5%	1.6%	-0.5%	1.4%	-0.3%
CC(=O)Nc1cccc(N2C(=O)CC(N3CCC(C(=O)N4CCCCC4)CC3)C2=O)c1 (stereo not given)	1.7%	1.7%	?	-1.4%	-8.6%	-0.8%	-1.6%	-20.5%	0.7%	-0.8%
O=C(CSc1nnc(-c2ccccc2O)o1)NC1CCCCC1	-4.3%	1.4%	-37.3%	-0.8%	-7.0%	-7.8%	1.3%	-4.9%	9.0%	4.6%
COc1ccc(Cl)cc1Nc1nc(N2CCCC2)nc(N2CCCC2)n1	-1.6%	-1.1%	?	1.6%	2.8%	0.4%	.	.	1.6%	1.9%
CCOc1ccccc1NC(=O)[C@@H](NC(=O)c1cccc(S(=O)(=O)N2CCOCC2)c1)C(C)C	-7.0%	3.3%	3.4%	2.1%	-1.6%	-3.4%	-1.9%	16.8%	-0.5%	2.1%
COc1cc(C(C(=O)NC(C)(C)C)N(C(=O)CNC(=O)c2cccs2)c2ccc(C(C)C)cc2)cc(OC)c1OC (stereo not given)	-10.6%	1.1%	79.6%	-8.1%	3.9%	-2.4%	3.0%	3.4%	-11.0%	-1.7%
Cc1ccc(NC(=O)CC2C(=O)OCC3CCCCN32)cc1Cl (stereo not given)	-0.8%	-7.3%	36.3%	-1.5%	-0.3%	-1.1%	-10.9%	-9.6%	.	-0.4%
COC(=O)c1ccc(-c2ccc(C(c3c(C)[nH][nH]c3=O)c3c(C)[nH][nH]c3=O)o2)cc1	?	?	-26.7%	?	3.1%	2.5%	4.0%	-42.5%	4.1%	-4.4%
COc1ccc(CCn2c(SCC(=O)Nc3cc(C)on3)nc3ccccc3c2=O)cc1OC	-0.5%	-0.9%	-11.0%	0.6%	-0.1%	8.0%	4.1%	0.9%	-6.3%	4.4%

Additional compounds follow.
SMILES	NPC1 promoter act	FLuc counter	RORgamma inh	Rab9 promoter act	Gal4-VP16 FLuc	ELG1 genotoxic	uPA generation	BRCA1 expr act	MBNL1 CUG block	p53 reactivation
CCn1c(=O)n(CC)c2cc(S(=O)(=O)N3CCC(c4ccccc4)CC3)ccc21	-1.7%	2.6%	41.7%	-1.8%	-1.8%	-2.3%	-6.0%	-55.7%	-8.7%	6.5%
Cc1ccc(C)c(S(=O)(=O)N2CCN(C(=O)Cn3c(=O)cnc4ccccc43)CC2)c1	1.3%	3.5%	.	0.5%	.	-4.2%	-3.2%	-2.4%	.	2.4%
CC(C)OCC(O)Cn1c(N2CCCC2)nc2c1c(=O)n(C)c(=O)n2C (stereo not given)	-1.8%	3.5%	.	9.0%	.	-0.3%	0.5%	-5.8%	0.2%	.
CCN(CC)C(=O)c1[nH]cnc1C(=O)Nc1ccc(C)cc1	0.4%	1.4%	.	-4.9%	.	3.6%	-6.9%	-8.4%	.	17.2%
O=C1c2ccccc2C(=O)N1CCCc1nc(-c2ccncc2)no1	-1.4%	0.2%	1.9%	-0.8%	-3.9%	0.8%	-0.6%	-0.1%[1.84 µM]	6.0%	24.4%
CCn1c(COc2ccc(OC)cc2)nnc1SCC(=O)Nc1cc(OC)ccc1OC	-0.7%	4.8%	-21.5%	-3.6%	-6.5%	-7.6%	-0.9%	-3.2%	3.4%	-6.8%
COc1ccc(C2SCC(=O)N2CCCN(C)C)cc1 (stereo not given)	2.8%	-0.6%	3.1%	14.9%	-0.2%	1.7%	2.2%	14.9%	-12.2%	-13.9%
O=S(=O)(c1ccc(Cl)cc1)N1CCCC(C(F)(F)F)C1 (stereo not given)	-2.4%	-0.6%	13.9%	-15.6%	?	-4.8%	-3.3%	-16.9%	-1.4%	0.2%
CCOC(=O)c1c(NC(C)=O)sc2c(O)c(CN3CCN(CC)CC3)ccc12	-3.2%	3.6%	-35.3%	-1.0%	-19.4%	13.6%	-7.9%	-16.5%	-11.9%	-5.2%
C=CCn1c(SCC(=O)Nc2nc(C)cs2)nnc1C(CO)NC(=O)c1ccccc1 (stereo not given)	-2.0%	-0.7%	-1.1%	-3.6%	-5.4%	-2.0%	6.1%	-14.5%	-5.4%	0.5%
Cc1ccc(S(=O)(=O)Nc2nsc(N)n2)cc1	1.8%	1.0%	?	5.4%	2.2%	0.1%	0.2%	21.1%	-0.8%	-17.4%
Clc1ccc(CSc2ccc(-c3cccnc3)nn2)cc1	9.0%	?	?	1.8%	13.1%	-5.2%	-3.3%	33.2%	0.8%	6.3%
COc1cc(/C=N\NC(C)=O)ccc1OC/C=C/c1ccccc1	1.6%	-6.9%	?	2.6%	0.447µM*	-8.9%	4.6%	3.9%	3.1%	-8.2%
O=C(NCCc1ccccc1)c1cccc2c1C(=O)c1ccc(N3CCOCC3)cc1S2(=O)=O	.	.	.	.	.	2.2%	-2.0%	0.0%	.	-1.6%
COc1ccc(/C=N/Nc2ccc([N+](=O)[O-])cc2S(=O)(=O)N2CCN(C)CC2)cc1	-5.5%	-19.5%	20.8%	3.6%	-4.9%	9.8%	-0.4%	-19.4%	.	-0.4%
O=C(CCCOc1ccc(Cl)cc1Cl)NNC(=O)c1ccc(NC(=O)c2ccccc2)cc1	-0.2%	0.9%	-21.2%	-0.5%	-15.1%	0.4%	6.7%	-1.2%	-9.8%	-2.8%

An excerpt from above in order of SMILES length, rising.
SMILES	NPC1 promoter act	FLuc counter	RORgamma inh	Rab9 promoter act	Gal4-VP16 FLuc	ELG1 genotoxic	uPA generation	BRCA1 expr act	MBNL1 CUG block	p53 reactivation
CCn1c(COc2ccc(OC)cc2)nnc1SCC(=O)Nc1cc(OC)ccc1OC	-0.7%	4.8%	-21.5%	-3.6%	-6.5%	-7.6%	-0.9%	-3.2%	3.4%	-6.8%
CCn1c(=O)n(CC)c2cc(S(=O)(=O)N3CCC(c4ccccc4)CC3)ccc21	-1.7%	2.6%	41.7%	-1.8%	-1.8%	-2.3%	-6.0%	-55.7%	-8.7%	6.5%
Cc1ccc(C)c(S(=O)(=O)N2CCN(C(=O)Cn3c(=O)cnc4ccccc43)CC2)c1	1.3%	3.5%	.	0.5%	.	-4.2%	-3.2%	-2.4%	.	2.4%
